From PubChem
ARNT TACC3 PPI: ARNT/TACC3 interaction disruption | AlphaScreen His-ARNT PAS-B/GST-TACC3 binding, luminescence; TACC3 fragment carries E629A point mutation | inhibition, % at 9.99 µM | 390,000 compounds, 0.66% hits | AID 623870;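 active = mean inhibition of replicates at least 50% and at least half of replicates each reaching 50%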;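 note: 0% = complete ARNT plus TACC3 wells and 100% = ARNT alone without TACC3; many hits fall short of the cut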
LGR2 inh: blocks bursicon-induced cAMP signaling via Drosophila LGR2 | HEK293 LGR2, CRE-luciferase, bursicon-stimulated, 4 h | 380,000 compounds, 0.35% hits | inhibition, % at 9.99 µM;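 active = drop in luminescence signal, shown as inhibition above about 50% in the replicate tests, limit read from the data, passing the limit was not always enough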;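 note: agonist challenge used bursicon conditioned medium at about half maximal strength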
INS-1E GSIS act: GLuc luminescence reporter in INS-1E cells, primary screen for activators of glucose-dependent secretion of insulin | activation, % at 16.6 µM | INS-1E GLuc reporter insulin secretion, 2-3 h | 370,000 compounds, 0.61% hits;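 active = lowest replicate activation of at least 40%, so every replicate reaches that level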;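 note: 0% = median of neutral control wells and 100% = median of IBMX positive control wells; some compounds called inactive have numbers as strong as hits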
PglD inh: blocks C. jejuni PglD acetyltransferase activity; 360,000 compounds, 0.098% hits; inhibition, % at 12.5 µM; purified PglD enzyme, DTNB colorimetric CoA detection; in the data active = inhibition above about 16%, passing the limit was not always enough; note: strong numbers were not always called active
C2C12 statin: suppressors of simvastatin-induced myotoxicity in C2C12 myotubes; ATP luminescence, 48 h; scaled: DMSO 0, geranylgeraniol control 100; rescue of ATP level, % at 7.49 µM; 330,000 compounds, 0.78% hits;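 active = mean ATP rescue above about 67%, or every replicate alone reaching that limit, limit read from the data, passing the limit was not always enough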;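 note: myotubes were challenged with 10 µM simvastatin during compound exposure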
PAX8 reporter: lowers PAX8-driven luciferase in RMG-I cells. RMG-I TPO-luciferase reporter, SteadyGlo, 24 h. inhibition, % at 12.6 µM. 360,000 compounds, 1.2% hits. AID 652154;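 active = mean replicate inhibition at least 60% with every replicate also reaching 60%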;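 note: luciferase light reporting Pax8 driven TPO promoter activity; plate controls were median of neutral control wells for no effect and mitoxantrone controls for full effect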
Cneo AK release: Cryptococcus neoformans lysis via adenylate kinase release; C. neoformans lysis, adenylate kinase release luminescence, 4 h; normalised: neutral wells 0, clomiphene wells 100; lysis activity, % at 15 µM; 360,000 compounds, 0.2% hits; AID 651654;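 active = mean lysis activity across replicates of at least 80%, whatever share of replicates individually reach that level; inactive = mean lysis activity below 80%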
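Signal: Adenylate kinase release luminescence | Assay system: Log-phase Cryptococcus neoformans yeast cells | Input: Cells at 5 × 10^6 per mL | Buffer or medium: Fresh YPD growth medium | Compound: Single dose | Schedule: Static 4 h at 37 °C with compound, 1 h detection | Controls: Clomiphene | Read-out: Luminescence rise reflecting yeast cell lysis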
PGC1a acetyl inh: modulators of PGC1a acetylation. 350,000 compounds, 0.17% hits. U2OS PGC1a acetylation, AlphaScreen anti-acetyl-lysine; with virally co-expressed GCN5 acetyltransferase. AID 651687. inhibition, % at 15.6 µM;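 active = every replicate shows inhibition of at least 40%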;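 note: 0% = neutral control wells and 100% = positive control wells; some results beyond the cut were filed as inactive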
* hit, by the source's call; · = not tested or not shown.

structure,INS-1E GSIS act,C2C12 statin,PGC1a acetyl inh,LGR2 inh,PAX8 reporter,PglD inh,ARNT TACC3 PPI,Cneo AK release
N#C/C(=C/c1ccc(-c2ccccc2[N+](=O)[O-])o1)C(N)=O,6.8,·,2.2,-0.5,-2.5,·,-3.6,·
O=C(NNC(=O)c1ccccc1-n1cccc1)c1ccc(Cl)nc1,-1.2,-0.8,·,2.9,-3.7,-3.7,·,-1.3
CCCCC(CC)C(=O)O (configuration not stated),·,-6.6,-4.2,20.1,·,7.8,10.8,-0.2
O=S(=O)(Cc1ccccc1)N1CCN(C/C=C/c2ccccc2)CC1,-6.3,23.1,2.0,7.1,·,0.1,-9.1,0.7
CC1CCC(NC(=O)CC(NC(N)=O)c2ccccc2Cl)CC1 (configuration not stated),3.0,-8.5,·,-11.0,-35.1,-4.9,-5.5,1.2
CC1(C)NC(=O)N(CCOc2cccc(Cl)c2Cl)C1=O,0.2,17.6,4.2,-15.8,·,5.1,-6.7,1.7
CCN1C(=O)[C@H]2[C@@H](c3ccc(-c4cccc(Cl)c4)c(OC)c3)N3CCC[C@@]3(C(=O)OC)[C@H]2C1=O,-3.2,-10.6,-6.4,-39.4,-1.1,1.7,1.5,-0.5
CCOc1cccc(OCCn2cnc3ccccc3c2=O)c1,-3.2,0.1,0.5,-32.1,29.5,-11.4,2.1,0.0
C[C@@H](NC(=O)C[C@@H]1CC[C@@H](NC(=O)Cc2ccccn2)[C@@H](CO)O1)c1ccccc1,-0.8,12.6,-1.4,-4.2,33.5,-1.7,-15.8,-0.8
CN(C)C(=O)C[C@@H]1CC[C@@H]2[C@@H](COc3ccc(NC(=O)NCc4ccccc4)cc3C(=O)N2C)O1,-4.6,10.4,-2.7,-3.1,-13.3,0.5,-9.4,-0.7
Cc1cc(CNC[C@H]2O[C@@H](n3cnc(C(N)=O)n3)[C@H](O)[C@@H]2O)c(C)n1-c1cccnc1,-5.5,1.9,-8.0,-0.3,-15.7,-3.8,·,0.7
O=C(CCl)NCc1c(Cl)cccc1-n1cccc1,8.8,-291.7,-1.6,9.2,·,-1.2,0.9,5.8
Cc1cc(C(=O)NCC(=O)OCC(=O)N(C)C2CCCCC2)ccc1[N+](=O)[O-],8.9,9.4,6.9,-15.2,17.8,·,-7.4,·
Cc1ccc(C(=O)N2CCN(c3ccccc3)CC2)cc1S(=O)(=O)N1CCOCC1,-21.9,-1.4,·,1.7,6.1,-2.1,·,-0.1
C[C@H](CO)N1C[C@H](C)[C@H](CN(C)S(=O)(=O)c2ccccc2)Oc2ccc(NC(=O)CCC(F)(F)F)cc2C1=O,14.7,-5.7,7.4,-12.9,-2.2,-0.6,-15.1,-2.2
Cc1noc(C)c1S(=O)(=O)N(C)C[C@@H]1OCCCC[C@H](C)Oc2ccc(NS(=O)(=O)c3ccc(Cl)cc3)cc2C(=O)N([C@@H](C)CO)C[C@H]1C,-11.4,·,-6.3,10.8,-11.6,19.3,0.6,3.1
CC1(C)CC(=O)C(Sc2ccccc2)=C(O)C1,-0.6,4.8,·,-2.2,-0.3,-11.0,-1.3,2.4
COc1ccccc1CCNC(=O)CCn1c(=O)c2cccn2c2ccc(F)cc21,-0.9,6.5,3.8,4.0,24.1,-1.2,-5.1,0.0
Cc1nnc(NC(=O)CCCN2C(=O)c3ccccc3C2=O)s1,·,-0.8,-7.9,·,·,-7.3,-11.2,-2.4
CC(NC(=O)Cc1ccccc1)c1nc2ccccc2[nH]1 (configuration not stated),·,-5.3,·,·,-5.2,2.8,-1.0,0.8
CC(=O)Nc1sc2c(c1CN1CCN(C)CC1)CCCC2,·,11.0,2.9,·,12.4,58.9*,2.9,7.4
O=c1[nH]c(SCc2n[nH]c(=S)n2-c2ccccc2)nc2ccccc12,·,-5.5,42.7,·,·,-4.0,14.7,-5.1
O=C(C[C@@H]1C=C[C@H](NC(=O)C2CCC2)[C@@H](CO)O1)Nc1nccs1,0.9,-1.4,5.6,-15.2,5.9,-2.2,-3.6,1.7
CNC(=O)CS(=O)(=O)CC(=O)Nc1cc(OCCOC)c(Cl)cc1Cl,-4.1,·,8.0,10.2,-3.5,·,-2.9,·
CC(=O)NS(=O)(=O)c1ccc(NC(=S)NC(=O)COc2ccccc2C)cc1,-8.0,·,·,5.6,5.5,·,-5.9,·
COc1ccccc1CNC(=O)C1CCN(c2ncnc3c2nc2n3CCCCC2)CC1,7.5,-7.4,-8.7,4.7,-1.0,1.1,-2.3,3.3
O=C(N[C@@H]1C=C[C@@H](CC(=O)N2CCc3ccccc3C2)O[C@H]1CO)C1CCC1,0.7,-2.3,8.9,7.9,4.9,-2.6,4.4,1.2
CC1(C)Cc2nc3n[nH]c(N)c3cc2CO1,13.7,-46.7,8.2,10.5,·,-4.9,-1.0,-0.8
CC(=O)/C(=N\Nc1ccccc1)Oc1ccc(Br)cc1,-48.0,·,8.0,3.5,0.7,-2.5,·,-0.2
CCN(CC)C(=O)C(=O)N/N=C/c1ccc(F)cc1,·,7.4,·,·,1.4,0.8,6.7,0.8
Cc1ccc(S(=O)(=O)N(C)C)cc1NC(=O)Nc1ccccc1F,·,0.6,-23.2,·,-2.7,5.5,·,-1.9
CC1CCCCN1Cc1nc2c(c(=O)n(C)c(=O)n2C)n1CCCc1ccccc1 (configuration not stated),·,·,-0.3,·,·,1.1,-10.1,3.7
Cc1ccc(C)c(NC(=O)CN(C)C(=O)c2ccc(-c3cccc(C(F)(F)F)c3)o2)c1,-4.7,-3.6,-2.7,-6.7,-25.6,-1.8,-13.7,5.4
O=C(C[C@H]1CC[C@@H]2[C@H](COC[C@@H](O)CN2C(=O)Nc2ccc(Cl)cc2)O1)NCC1CCCCC1,-20.2,-0.4,-15.0,-15.5,-26.3,-3.9,12.4,-3.7
CCOC(=O)c1cc(-c2ccc(N)cc2)sc1N,3.7,36.2,-10.6,-17.3,·,-4.0,-0.3,-1.3
CC(C)CN1C(=O)NC(NS(=O)(=O)c2ccc(N)cc2)(C(F)(F)F)C1=O (configuration not stated),16.1,·,·,2.3,3.2,·,-0.9,·
CCCC#Cc1cnc2c(c1)C(=O)N([C@H](C)CO)C[C@@H](C)[C@@H](CN(C)C(=O)NC1CCCC1)O2,-4.9,2.8,8.2,-6.6,-0.6,3.5,4.9,-7.6
Cc1c(C(=O)NCc2ccc3c(c2)OCCO3)sc(=O)n1Cc1ccccc1F,-13.5,31.3,·,28.3,3.5,-7.5,·,0.5
Clc1ccccc1-c1nnc(-c2cccnc2)o1,16.0,20.8,8.6,·,-118.3,-2.7,-2.4,-2.8
COc1ccc(N2CCN(C(=O)c3ccc4c(c3)NC(=O)C(CSCc3ccccc3F)N4)CC2)cc1 (configuration not stated),-1.2,-0.8,-0.2,0.7,-6.2,-1.5,·,0.0
Nc1nc(N)c(N=Nc2ccc(SCC(=O)O)cc2)c(=O)[nH]1,-11.8,2.4,·,-25.2,5.2,5.6,32.4,0.2
CCCc1c(C(=O)N/N=C(\C)CCc2ccccc2)nnn1-c1nonc1N,6.3,4.5,-5.9,-3.7,-25.9,0.3,-1.0,-0.1
COc1ccccc1C(=O)Cc1ccccc1,10.0,2.3,-1.0,-4.7,-41.7,·,·,·
COCCNC(=O)c1ccc(CN2CCOCC2)cc1,5.6,·,30.6,-7.8,·,-0.8,1.3,2.6
O=C(CN1C(=O)NC2(CCCCC2)C1=O)NC1CCCc2ccccc21 (configuration not stated),10.0,·,·,1.4,-21.3,·,-18.3,·
CO[C@H]1CN(C)C(=O)c2ccc(NS(=O)(=O)c3ccccc3Cl)cc2OC[C@H](C)NC[C@H]1C,-1.4,-4.3,5.2,0.1,·,1.4,-0.3,-1.6
CCCC#Cc1ccc2c(c1)O[C@@H](CN(C)Cc1ccccn1)[C@H](C)CN([C@@H](C)CO)S2(=O)=O,-11.2,-46.3,-17.8,6.2,·,15.2,-7.7,2.8
COc1cccc(-c2cc(C(=O)Nc3ccc4c(c3)OCO4)no2)c1,12.5,-33.5,·,-1.3,-79.3,-1.4,-1.8,8.5
C[C@H]1CCCCO[C@@H](CN(C)S(=O)(=O)c2ccccc2)[C@@H](C)CN([C@@H](C)CO)C(=O)c2cc(NC(=O)Nc3ccc(C(F)(F)F)cc3)ccc2O1,29.3,·,-2.2,8.8,75.8*,0.3,-2.5,1.0
COC(=O)c1ccc(C(=O)OC)c(NC(=S)N2CCN(C)CC2)c1,0.5,-0.5,-7.1,17.1,-14.2,-1.7,-1.7,1.0
COc1ccc(CN(C)C[C@@H]2OCCCC[C@H](C)Oc3ccc(NC(=O)Nc4cccc5ccccc45)cc3C(=O)N([C@@H](C)CO)C[C@@H]2C)cc1,-16.2,·,2.9,6.4,6.8,0.8,31.3,0.8
O=C(CC(F)(F)F)N1C[C@@H]2[C@H](c3ccccc31)[C@@H](CO)N2C(=O)Cc1cccnc1,11.5,-7.4,-0.3,1.4,-5.3,0.9,-7.3,-2.2

Molecules listed so far that contain fluorine (10):
structure,INS-1E GSIS act,C2C12 statin,PGC1a acetyl inh,LGR2 inh,PAX8 reporter,PglD inh,ARNT TACC3 PPI,Cneo AK release
C[C@H](CO)N1C[C@H](C)[C@H](CN(C)S(=O)(=O)c2ccccc2)Oc2ccc(NC(=O)CCC(F)(F)F)cc2C1=O,14.7,-5.7,7.4,-12.9,-2.2,-0.6,-15.1,-2.2
COc1ccccc1CCNC(=O)CCn1c(=O)c2cccn2c2ccc(F)cc21,-0.9,6.5,3.8,4.0,24.1,-1.2,-5.1,0.0
CCN(CC)C(=O)C(=O)N/N=C/c1ccc(F)cc1,·,7.4,·,·,1.4,0.8,6.7,0.8
Cc1ccc(S(=O)(=O)N(C)C)cc1NC(=O)Nc1ccccc1F,·,0.6,-23.2,·,-2.7,5.5,·,-1.9
Cc1ccc(C)c(NC(=O)CN(C)C(=O)c2ccc(-c3cccc(C(F)(F)F)c3)o2)c1,-4.7,-3.6,-2.7,-6.7,-25.6,-1.8,-13.7,5.4
CC(C)CN1C(=O)NC(NS(=O)(=O)c2ccc(N)cc2)(C(F)(F)F)C1=O (configuration not stated),16.1,·,·,2.3,3.2,·,-0.9,·
Cc1c(C(=O)NCc2ccc3c(c2)OCCO3)sc(=O)n1Cc1ccccc1F,-13.5,31.3,·,28.3,3.5,-7.5,·,0.5
COc1ccc(N2CCN(C(=O)c3ccc4c(c3)NC(=O)C(CSCc3ccccc3F)N4)CC2)cc1 (configuration not stated),-1.2,-0.8,-0.2,0.7,-6.2,-1.5,·,0.0
C[C@H]1CCCCO[C@@H](CN(C)S(=O)(=O)c2ccccc2)[C@@H](C)CN([C@@H](C)CO)C(=O)c2cc(NC(=O)Nc3ccc(C(F)(F)F)cc3)ccc2O1,29.3,·,-2.2,8.8,75.8*,0.3,-2.5,1.0
O=C(CC(F)(F)F)N1C[C@@H]2[C@H](c3ccccc31)[C@@H](CO)N2C(=O)Cc1cccnc1,11.5,-7.4,-0.3,1.4,-5.3,0.9,-7.3,-2.2

Rows are unselected; overall some 2.9% were active at least once.
